SRC3 TRFRET art: TR-FRET detection interference compounds, artefact control for PPARgamma SRC-3 recruitment agonists, biochemical, TR-FRET ratio; TR-FRET artefact counter-screen, PPARgamma/SRC-3 format; hits give high values; TR-FRET ratio at 8 µM; actives 0.39% (n = 99,000); in the data active = TR-FRET ratio above about 2000; also: inactives centre near 1600
SRC1 TRFRET art: TR-FRET detection interference compounds, primary screen, artefact control for PPARgamma SRC-1 recruitment agonists, biochemical, TR-FRET emission ratio | TR-FRET detection artefact counter-screen; hits give high values | TR-FRET ratio at 8 µM | actives 0.34% (n = 99,000) | AID 1051, 2008; in the data active = TR-FRET ratio above about 2300; also: inactives centre near 1800
Starred values were filed as active, the others as inactive. The list is partial, so the mix of outcomes need not match the whole.

What do the screens show for `CCN(CC)C(=O)C12CC3CC(CC(Cl)(C3)C1)C2`?
SRC3 TRFRET art: 1594; SRC1 TRFRET art: 1609

How did CCN(CC)C(=O)Cn1cc(C(=O)C(=O)NCC2COc3ccccc3O2)c2ccccc21 (centres undefined) do in these assays?
SRC3 TRFRET art: 970; SRC1 TRFRET art: 1702

Results for CCOC(=O)C1CCCN(C(=O)c2cccc(NC(=O)C(CC)CC)c2)C1 (centres undefined) ?
SRC3 TRFRET art: 1380; SRC1 TRFRET art: 1880

What do the screens show for `COc1ccc2c(c1)oc(=O)c1c3ccccc3[nH]c21`?
SRC3 TRFRET art: 3944*; SRC1 TRFRET art: 4961*

Results for CCN(C(C)=O)c1ccc(Oc2nc(OC)cc(OC)n2)cc1 ?
SRC3 TRFRET art: 1556; SRC1 TRFRET art: 1780

How did NC(=S)n1[nH]c(-c2ccc([N+](=O)[O-])cc2)c(N=Nc2cccc(Cl)c2)c1=O do in these assays?
SRC3 TRFRET art: 1668; SRC1 TRFRET art: 1636

Results for CC(CCc1ccccc1)NC(=O)CN1CCN(c2ccccc2)CC1 (centres undefined) ?
SRC3 TRFRET art: 1709; SRC1 TRFRET art: 1818

What do the screens show for `CC(C)CCN1CCN(Cc2ccc(Sc3nncn3C)o2)CC1CCO` (centres undefined)?
SRC3 TRFRET art: 1495; SRC1 TRFRET art: 1430

What do the screens show for `OCCC#Cc1ccc(CN2CCN(C3CCCCC3)C(CCO)C2)cc1` (centres undefined)?
SRC3 TRFRET art: 1538; SRC1 TRFRET art: 1930

Results for O=C(NCc1ccccc1Cl)c1ccc(S(=O)(=O)Nc2cccc(C(F)(F)F)c2)cc1 ?
SRC3 TRFRET art: 1574; SRC1 TRFRET art: 1837

What do the screens show for `Nc1cc(Oc2ccc(F)cc2F)cc([N+](=O)[O-])c1`?
SRC3 TRFRET art: 1424; SRC1 TRFRET art: 1779

Results for Cc1ccsc1C(=O)OCC(=O)NCc1ccc2c(c1)OCO2 ?
SRC3 TRFRET art: 1667; SRC1 TRFRET art: 1866

What do the screens show for `Cc1c(C(=O)NCC2CCCO2)oc2ccc(S(=O)(=O)N3CCCC3)cc12` (centres undefined)?
SRC3 TRFRET art: 1358; SRC1 TRFRET art: 1913

Results for CCN(CC)C(=O)CSc1nc(N)c(C(=O)Nc2ccc(OC)cc2)s1 ?
SRC3 TRFRET art: 1688; SRC1 TRFRET art: 1657

Results for Cc1cccc2nc(-c3cccc(NC(=O)Cc4ccccc4)c3)cn12 ?
SRC3 TRFRET art: 1532; SRC1 TRFRET art: 1678

Results for CCOC(=O)c1cnc(-n2[nH]c(C)cc2=O)[nH]c1=O ?
SRC3 TRFRET art: 1589; SRC1 TRFRET art: 1709

What do the screens show for `COc1ccc(OC)c(CN2C(=O)c3ccccc3C2C(=O)NCC2CCCO2)c1` (centres undefined)?
SRC3 TRFRET art: 1614; SRC1 TRFRET art: 1742

How did Clc1ccc(-c2csc(N3CCOCC3)n2)cc1 do in these assays?
SRC3 TRFRET art: 1652; SRC1 TRFRET art: 1854

What do the screens show for `COC(=O)c1nc(NC(=O)c2ccccc2Br)n[nH]1`?
SRC3 TRFRET art: 1611; SRC1 TRFRET art: 1781

How did C/C(=N\Nc1ccc(C(=O)O)cc1)c1ccc(-n2ccnc2)cc1 do in these assays?
SRC3 TRFRET art: 1515; SRC1 TRFRET art: 1701

What do the screens show for `COc1cccc(OC)c1CNC(=O)CCSCc1ccccc1F`?
SRC3 TRFRET art: 1752; SRC1 TRFRET art: 1885

Results for NC(=O)CSc1nc(N)c2c3c(sc2n1)CCCCC3 ?
SRC3 TRFRET art: 1529; SRC1 TRFRET art: 1871

What do the screens show for `COc1ccc(C(=O)NC2CCCc3ccccc32)cc1S(=O)(=O)N1CCOCC1` (centres undefined)?
SRC3 TRFRET art: 1416; SRC1 TRFRET art: 1782

Results for COc1ccc(N2C(=O)/C(=C\c3ccco3)N=C2SCC(N)=O)cc1Cl ?
SRC3 TRFRET art: 1396; SRC1 TRFRET art: 1485

What do the screens show for `O=C(c1sc2ccccc2c1Cl)N1CCN(c2ccccc2F)CC1`?
SRC3 TRFRET art: 1504; SRC1 TRFRET art: 1628

Results for COc1ccc(CCNC(=O)CSc2ccc3ccccc3c2)cc1OC ?
SRC3 TRFRET art: 1500; SRC1 TRFRET art: 1843

Results for COc1ccc(C(=S)N2CCCCC2)cc1Br ?
SRC3 TRFRET art: 1679; SRC1 TRFRET art: 1658

What do the screens show for `CS(=O)(=O)N(Cc1ccccc1Cl)c1ccc(C(=O)NCc2ccccn2)cc1`?
SRC3 TRFRET art: 1566; SRC1 TRFRET art: 1903

Results for CCN(CC(=O)NCc1cccs1)c1ccc(S(=O)(=O)N2CCCC2)cn1 ?
SRC3 TRFRET art: 1611; SRC1 TRFRET art: 1730

How did C=CCn1c(SCC(=O)c2c(N)n(CCC)c(=O)n(C)c2=O)nnc1-c1ccncc1 do in these assays?
SRC3 TRFRET art: 1710; SRC1 TRFRET art: 1777

How did CCCCN(C)CCCNC(=O)c1cc(=O)[nH]c2ccc(S(=O)(=O)N3CCCCC3C)cc12 (centres undefined) do in these assays?
SRC3 TRFRET art: 1667; SRC1 TRFRET art: 2074

Results for O=C(CN(Cc1ccccc1)S(=O)(=O)c1ccccc1)N/N=C/c1ccc([N+](=O)[O-])cc1 ?
SRC3 TRFRET art: 1503; SRC1 TRFRET art: 1760

How did CCOC(=O)N1CCC(NC(=O)Cn2cc3c(n2)CCCC3)CC1 do in these assays?
SRC3 TRFRET art: 1346; SRC1 TRFRET art: 1645

Results for CSc1nnc(C)c(/C=C/NOCc2cccc(F)c2)n1 ?
SRC3 TRFRET art: 1605; SRC1 TRFRET art: 1887

How did O=C1CCC(c2ccccc2)=NN1Cc1c(F)cccc1Cl do in these assays?
SRC3 TRFRET art: 1522; SRC1 TRFRET art: 1747

Results for CC[C@H](C)[C@H](NC(N)=O)C(=O)NCCc1ccc(Cl)cc1 ?
SRC3 TRFRET art: 1268; SRC1 TRFRET art: 1490

Results for Cc1ccc(C(=O)N2NC(c3ccc(F)cc3)C3C(=O)N(c4ccc(C)c(C)c4)C(=O)C32)cc1 (centres undefined) ?
SRC3 TRFRET art: 1535; SRC1 TRFRET art: 1755

What do the screens show for `Cn1cnnc1SC/C(O)=C(\C#N)c1nc2ccccc2[nH]1`?
SRC3 TRFRET art: 1548; SRC1 TRFRET art: 1605

What do the screens show for `c1ccc(CNc2nc(CN3CCOCC3)nc3scc(-c4ccccc4)c23)cc1`?
SRC3 TRFRET art: 1785; SRC1 TRFRET art: 1690

What do the screens show for `N#Cc1ccc(CSc2nnc(-c3c[nH]c4ccccc34)n2-c2ccccc2)cc1`?
SRC3 TRFRET art: 1720; SRC1 TRFRET art: 1986

What do the screens show for `COc1ccc(N=C(N)SCc2ccccn2)cc1`?
SRC3 TRFRET art: 1767; SRC1 TRFRET art: 1861

What do the screens show for `CCOC(CNC(=O)c1nnc(Cc2cc(OC)c(OC)c(OC)c2)o1)OCC`?
SRC3 TRFRET art: 1835; SRC1 TRFRET art: 1916

Results for Cc1cc2occ(CC(=O)O)c2cc1C ?
SRC3 TRFRET art: 1650; SRC1 TRFRET art: 1914

How did Cc1cccc(C(=O)N[C@H](C(=O)Nc2nnc(C3CC3)s2)C(C)C)c1 do in these assays?
SRC3 TRFRET art: 1468; SRC1 TRFRET art: 1835

How did CCOC(=O)C1CCN(Cc2ccccc2C(F)(F)F)CC1 do in these assays?
SRC3 TRFRET art: 1455; SRC1 TRFRET art: 1811

Results for COC(=O)Cn1nc(-c2ccccc2)c2ccccc2c1=O ?
SRC3 TRFRET art: 1474; SRC1 TRFRET art: 1742

Results for CSCCC(NC(=O)C12CC3CC(CC(C3)C1)C2)C(=O)OCC(=O)c1ccccc1 (centres undefined) ?
SRC3 TRFRET art: 1517; SRC1 TRFRET art: 1836

How did CCN1CCN(CC(=O)c2cc(OC)c(OC)c(OC)c2)CC1 do in these assays?
SRC3 TRFRET art: 1745; SRC1 TRFRET art: 1988

What do the screens show for `COc1ccc(-n2cc(CNCCCn3ccnc3)c(-c3cccc(F)c3)n2)cc1`?
SRC3 TRFRET art: 1481; SRC1 TRFRET art: 1558

What do the screens show for `CN(C)/N=C/c1ccc(OS(=O)(=O)c2ccccc2)cc1`?
SRC3 TRFRET art: 1657; SRC1 TRFRET art: 1854

Results for CC(C)C[C@@H](CN(N=O)[C@@H](Cc1ccccc1)CN(C)N=O)N(CCc1ccccc1)N=O ?
SRC3 TRFRET art: 1611; SRC1 TRFRET art: 1593

Results for CN1CCN(CCCNC(=O)Cn2nc(-c3ccccc3)ccc2=O)CC1 ?
SRC3 TRFRET art: 1448; SRC1 TRFRET art: 1696

Results for CCOC(=O)c1cccc(COC(=O)c2cccc(-c3nnc(-c4ccccc4)o3)c2)c1 ?
SRC3 TRFRET art: 1312; SRC1 TRFRET art: 1767

How did CC(/C=C/c1ccccc1)=N\NC(=O)CNC(=O)c1ccccc1Cl do in these assays?
SRC3 TRFRET art: 1549; SRC1 TRFRET art: 1694

Results for Oc1cccc(/C=N\Nc2nncc(-c3ccccc3)n2)c1 ?
SRC3 TRFRET art: 1473; SRC1 TRFRET art: 2161

Results for Cc1ccc(C(=O)NNC(=O)C2CCN(S(=O)(=O)c3ccc(Cl)cc3)CC2)cc1 ?
SRC3 TRFRET art: 1604; SRC1 TRFRET art: 1722

Results for CC(=O)c1ccc(NC(=S)N2CCC(O)CC2)cc1 ?
SRC3 TRFRET art: 1538; SRC1 TRFRET art: 1728

What do the screens show for `CCOc1ccccc1CN1CCN(Cc2cc3ccccc3[nH]2)CC1CCO` (centres undefined)?
SRC3 TRFRET art: 1807; SRC1 TRFRET art: 1916

Results for CCCNC(=O)NC1CCCCCCC1 ?
SRC3 TRFRET art: 1734; SRC1 TRFRET art: 1599

What do the screens show for `CC(C)Cn1c(O)c(N=NC(=O)c2cccc(S(=O)(=O)N3CCCCC3)c2)c2ccccc21`?
SRC3 TRFRET art: 1499; SRC1 TRFRET art: 1893

How did Cc1cc(N2CCN(C)CC2)nc2ccc(NC(=S)NCCCN3CCN(C)CC3)cc12 do in these assays?
SRC3 TRFRET art: 1804; SRC1 TRFRET art: 1859

What do the screens show for `C/C(=N\Nc1ccc(F)cc1)c1ccncc1`?
SRC3 TRFRET art: 1577; SRC1 TRFRET art: 1823

Results for CCN(CCCNC(=O)CCn1c(=O)[nH]c2ccsc2c1=O)c1ccccc1 ?
SRC3 TRFRET art: 1538; SRC1 TRFRET art: 1659

How did CCn1nc(C(=O)NCCc2ccc(S(N)(=O)=O)cc2)c2ccccc2c1=O do in these assays?
SRC3 TRFRET art: 1407; SRC1 TRFRET art: 1679

What do the screens show for `CN(Cc1cc(=O)n2ccsc2n1)c1ccccc1`?
SRC3 TRFRET art: 1371; SRC1 TRFRET art: 1644

What do the screens show for `O=Cc1c(N2CCCCC2)nc2ccccn2c1=O`?
SRC3 TRFRET art: 1437; SRC1 TRFRET art: 1702

How did CCc1ccc(S(=O)(=O)Nc2cc(SCC(=O)O)c(O)c3ccccc23)cc1 do in these assays?
SRC3 TRFRET art: 1575; SRC1 TRFRET art: 1530

Results for COc1cc(OC)c(C(=O)NCCCn2ccnc2)cc1OC ?
SRC3 TRFRET art: 1504; SRC1 TRFRET art: 1861

How did O=C(Nc1ccc(Cl)c([N+](=O)[O-])c1)c1cnccn1 do in these assays?
SRC3 TRFRET art: 1544; SRC1 TRFRET art: 1710

Results for C/C(=N\NC(=O)C1CC1(c1ccccc1)c1ccccc1)c1cccc([N+](=O)[O-])c1 (centres undefined) ?
SRC3 TRFRET art: 1471; SRC1 TRFRET art: 1823

How did CCN1C(=O)CS/C1=N\S(=O)(=O)c1ccc(C)cc1 do in these assays?
SRC3 TRFRET art: 1674; SRC1 TRFRET art: 1987

How did OC(COc1ccccc1)CN1CCCC1 (centres undefined) do in these assays?
SRC3 TRFRET art: 1687; SRC1 TRFRET art: 1924

Results for CC(Sc1nncs1)C(=O)Nc1ccc2c(c1)OCO2 (centres undefined) ?
SRC3 TRFRET art: 1806; SRC1 TRFRET art: 2029

What do the screens show for `O=C(O)COc1ccccc1/C=N/NC(=O)c1ccc(F)cc1`?
SRC3 TRFRET art: 1599; SRC1 TRFRET art: 1811

In the list so far, these contain fluorine:
Results for O=C(NCc1ccccc1Cl)c1ccc(S(=O)(=O)Nc2cccc(C(F)(F)F)c2)cc1 ?
SRC3 TRFRET art: 1574; SRC1 TRFRET art: 1837

What do the screens show for `Nc1cc(Oc2ccc(F)cc2F)cc([N+](=O)[O-])c1`?
SRC3 TRFRET art: 1424; SRC1 TRFRET art: 1779

What do the screens show for `COc1cccc(OC)c1CNC(=O)CCSCc1ccccc1F`?
SRC3 TRFRET art: 1752; SRC1 TRFRET art: 1885

What do the screens show for `O=C(c1sc2ccccc2c1Cl)N1CCN(c2ccccc2F)CC1`?
SRC3 TRFRET art: 1504; SRC1 TRFRET art: 1628

Results for CSc1nnc(C)c(/C=C/NOCc2cccc(F)c2)n1 ?
SRC3 TRFRET art: 1605; SRC1 TRFRET art: 1887

How did O=C1CCC(c2ccccc2)=NN1Cc1c(F)cccc1Cl do in these assays?
SRC3 TRFRET art: 1522; SRC1 TRFRET art: 1747

Results for Cc1ccc(C(=O)N2NC(c3ccc(F)cc3)C3C(=O)N(c4ccc(C)c(C)c4)C(=O)C32)cc1 (centres undefined) ?
SRC3 TRFRET art: 1535; SRC1 TRFRET art: 1755

How did CCOC(=O)C1CCN(Cc2ccccc2C(F)(F)F)CC1 do in these assays?
SRC3 TRFRET art: 1455; SRC1 TRFRET art: 1811

What do the screens show for `COc1ccc(-n2cc(CNCCCn3ccnc3)c(-c3cccc(F)c3)n2)cc1`?
SRC3 TRFRET art: 1481; SRC1 TRFRET art: 1558

What do the screens show for `C/C(=N\Nc1ccc(F)cc1)c1ccncc1`?
SRC3 TRFRET art: 1577; SRC1 TRFRET art: 1823

What do the screens show for `O=C(O)COc1ccccc1/C=N/NC(=O)c1ccc(F)cc1`?
SRC3 TRFRET art: 1599; SRC1 TRFRET art: 1811

Screening data: PubChem BioAssay, The Scripps Research Institute Molecular Screening Center
